# Screening data: PubChem, several laboratories
# Efflux pump mplx: inhibitors of Candida antifungal efflux pumps expressed in yeast; S. cerevisiae Candida pump triplex, Nile Red efflux; inhibition, % at 10 µM; 330,000 compounds, 0.44% hits; AID 485275;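 active = plate passing quality check with inhibition over a set limit, or well fluorescence over plate mean plus 4 SD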;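 note: Nile Red retained in pooled yeast measured as flow cytometry median fluorescence; 0% = buffer negative control and 100% = Enniatin B positive control; higher means more Nile Red kept so more efflux inhibition; some compounds called inactive have numbers as strong as hits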
# PP1 inh: PP1-alpha (human) inhibition in PP5 counter-screen. P62136. purified PP1alpha, OMFP fluorescence. inhibition, % at 6.7 µM. 320,000 compounds, 0.9% hits;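 active = inhibition above the mean inhibition of all tested compounds plus 3 SD, computed separately for each screening campaign, cut at about 15% in these data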
# Target sequence (P62136 whole entry, looked up): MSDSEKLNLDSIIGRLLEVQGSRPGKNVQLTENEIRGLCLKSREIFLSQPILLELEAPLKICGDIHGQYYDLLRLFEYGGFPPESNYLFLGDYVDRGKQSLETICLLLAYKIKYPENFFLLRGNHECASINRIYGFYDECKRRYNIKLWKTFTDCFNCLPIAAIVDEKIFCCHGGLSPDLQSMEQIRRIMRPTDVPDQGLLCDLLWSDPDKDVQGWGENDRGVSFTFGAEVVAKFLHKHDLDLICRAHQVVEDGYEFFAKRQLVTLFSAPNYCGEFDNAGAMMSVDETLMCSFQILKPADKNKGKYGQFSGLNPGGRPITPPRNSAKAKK
# HCV core dimer: HCV core protein dimerization inhibition; TR-FRET GST/Flag-core106 dimerization, 1536-well; inhibition, % at 5 µM; 300,000 compounds, 0.33% hits;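 active = inhibition above the mean of all tested compounds plus 3 SD, set per screening campaign, cut at about 45% in these data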
#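 assay system = GST-tagged and Flag-tagged HCV core protein residues 1-106 | controls = unlabelled core106 and no-GST-core106 wells | incubation = compound-protein-antibody incubation 4 h at 22.5 °C | probe or stimulus = Eu donor and XL665 acceptor anti-tag antibodies | read-out = % inhibition based on acceptor/donor emission ratio | signal = TR-FRET 671 and 617 nm emission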
# PP5 primary: PP5 (human) phosphatase inhibition; purified PP5c, OMFP substrate fluorescence; inhibition, % at 6.7 µM; 320,000 compounds, 0.18% hits; AID 1987;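 active = inhibition above the campaign's mean inhibition across all tested compounds plus 3 SD, cut at about 9.5% in these data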;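 note: 0% = DMSO only and 100% = 100 µM cantharidin control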
# procasp7 counter: counter-screen: procaspase-7 (human) activation; P55210; recombinant procaspase-7, Ac-DEVD-pNA absorbance 405 nm; D23A/D198A/D206A triple mutant, cannot self-cleave; scale: DMSO 0, 5 µM enzyme 100; activation, % at 8.5 µM; 330,000 compounds, 0.093% hits; AID 463210;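 active = percent activation above the screen-wide mean plus 3 SD, cut at about 25% in these data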
# Target sequence (P55210 whole entry D23A/D198A/D206A): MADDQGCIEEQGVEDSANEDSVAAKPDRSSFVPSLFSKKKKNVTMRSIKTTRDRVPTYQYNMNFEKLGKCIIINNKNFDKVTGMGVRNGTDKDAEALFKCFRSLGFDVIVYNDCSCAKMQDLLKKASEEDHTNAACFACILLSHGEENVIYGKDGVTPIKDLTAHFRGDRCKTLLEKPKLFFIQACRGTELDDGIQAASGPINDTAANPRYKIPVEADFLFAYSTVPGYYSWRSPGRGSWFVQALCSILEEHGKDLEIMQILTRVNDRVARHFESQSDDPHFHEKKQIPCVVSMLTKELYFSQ
#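 signal = Epi-absorbance of released pNA at 405 nm, two timepoints | assay system = Uncleavable procaspase-7 mutant enzyme | reagent = Ac-DEVD-pNA substrate, 400 µM as added | times = 1 h enzyme–compound preincubation and 2 h substrate reaction, both 25 °C | benchmarks = low DMSO alone, high DMSO plus 5 µM PC-7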
# TPT1 inhibitor: blocks Candida albicans tRNA 2'-phosphotransferase | AID 1962 | recombinant caTPT1, FP RNA substrate dephosphorylation | inhibition, % at 5 µM | 300,000 compounds, 0.81% hits;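 active = inhibition above the mean of all tested compounds plus 3 SD, set per screening campaign, cut at about 24% in these data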;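 note: plate controls were DMSO alone for no effect and ferristatin control at 100 nM for full effect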
# CTSL1 counter: cathepsin L1 inhibition, PFM18AAP counter-screen. recombinant F. hepatica cathepsin L1, Z-Leu-Arg-MCA fluorescence. inhibition, % at 5.96 µM. 300,000 compounds, 0.49% hits. AID 1906;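 active = inhibition above the mean of all tested compounds plus 3 SD, set per screening campaign, cut at about 17% in these data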;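 note: 0% = plate median of test compound wells and 100% = 1 µM Z-Phe-Ala-diazomethylketone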
# proCasp3 act: activators of human procaspase-3; recombinant procaspase-3 D3A, Ac-DEVD-pNA absorbance 405 nm; activation, % at 8.5 µM; 330,000 compounds, 0.11% hits; AID 463141;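 active = activation above the mean of all tested compounds plus 3 SD, cut at about 21% in these data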;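 note: 0% = DMSO alone and 100% = DMSO wells spiked with extra 5 µM PC-3 D3A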
#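 Test system: Procaspase-3 D3A mutant; medium: Zinc-free HEPES/NaCl buffer with 0.01% Triton X-100 at pH 7.4; reagent: DEVD-pNA substrate; doses: one concentration, 8.5 µM nominal, 0.8% DMSO; times: 1 h preincubation plus 2 h reaction at 25 °C; signal: Epi-absorbance at 405 nm of released p-nitroaniline, 0 and 120 min; replicates: singlicate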
# JMJD2C inh: human JMJD2C demethylase inhibition. Q9H3R0. GST-JMJD2C(1-420) H3K9me3 demethylation, DELFIA europium. inhibition, % at 2.35 µM. 330,000 compounds, 0.069% hits;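 active = more than half of a compound's replicate wells show inhibition beyond 50%, single wells judged on their own value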;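 note: signal counts dimethyl H3K9 product captured on neutravidin plate; 0% = median of DMSO wells and 100% = 0.3 times that DMSO median; strong numbers were not always called active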
# Target sequence (Q9H3R0 1-420 limits assumed): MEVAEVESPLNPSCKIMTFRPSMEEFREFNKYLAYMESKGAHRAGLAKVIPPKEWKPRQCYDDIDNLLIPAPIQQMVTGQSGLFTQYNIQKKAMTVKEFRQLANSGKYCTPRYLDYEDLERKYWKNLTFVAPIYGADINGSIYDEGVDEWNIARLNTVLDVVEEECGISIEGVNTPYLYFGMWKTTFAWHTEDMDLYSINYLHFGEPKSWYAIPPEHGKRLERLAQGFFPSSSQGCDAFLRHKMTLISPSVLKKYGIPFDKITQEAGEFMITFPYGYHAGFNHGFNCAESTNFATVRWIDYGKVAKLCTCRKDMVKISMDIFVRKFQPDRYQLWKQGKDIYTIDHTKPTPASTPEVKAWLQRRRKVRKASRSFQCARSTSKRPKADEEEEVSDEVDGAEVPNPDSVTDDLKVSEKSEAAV
# The depositor's hits bear a star; i = inactive; nt = no result given; & = joins results of further samples.
SMILES	Efflux pump mplx	PP1 inh	HCV core dimer	PP5 primary	procasp7 counter	TPT1 inhibitor	CTSL1 counter	proCasp3 act	JMJD2C inh
CC(C)(C)OC(=O)CC[C@@H](C(=O)N1CCN(C(=O)OC(C)(C)C)CC1)n1cc(C(CO)NC(=O)OC(C)(C)C)nn1 (some centres not stated)	0.0	-4	-4	1.9	6	2	-3	4	5
Cc1ccc(C2(C)NC(=O)N(CC(=O)Nc3ccc(-c4nc5ccc(C)cc5s4)cc3)C2=O)cc1 (configuration not stated)	0.0	10	16	4.5	5	1	1	-2	9
Cc1noc(/C=C/c2ccco2)c1S(=O)(=O)N1CCC(C(=O)N2CCc3ccccc32)CC1	0.2	15*	66*	0.2	0	6	-1	4	3
CC(C)NC(=O)C1CCN(C2CCN(C(=O)Cc3ccc4c(c3)OCO4)CC2)CC1	0.0	0	-7	1.6	11	-4	4	-5	0
COc1ccc(C(=O)N/N=C\c2ccc(OC)c(COc3ccccc3Br)c2)c(OC)c1	0.0	9	23	4.1	9	1	-3	6	4
COc1cc(-c2nnc(COC(=O)CSc3cc(C)c4ccccc4n3)o2)cc(OC)c1OC	0.1	-2	-2	-3.5	-7	-1	1	5	0&6
CC(OC(=O)/C=C/c1ccc2ccccc2n1)C(=O)NCc1ccccc1 (configuration not stated)	0.0	-4	2	0.0	3	-5	-39	7	-5
C/C(=N\NC(=O)c1ccn(C)n1)c1ccco1	0.0	3	-1	0.6	-10	0	3	-1	3
Cc1nn(-c2ccccc2)c(N)c1N=Nc1cccc(S(=O)(=O)N2CCOCC2)c1	0.0	0	2	3.0	-2	1	0	-2	18
CCOC(=O)Cn1c(=O)oc2cc(S(=O)(=O)NC(C)(C)CC)ccc21	0.1	-3	1	-1.0	2	5	-6	0	-27
CCN(CC)S(=O)(=O)c1ccc2c(c1)N(CC(=O)NCCc1ccc(S(N)(=O)=O)cc1)C(=O)CO2	0.5	0	1	0.2	0	0	2	1	-7
Cc1cccc(C(=O)Nc2ccc3ccccc3c2)c1	0.9	6	-3	0.9	-8	1	-2	5	1
CC(C)c1ccccc1NC(=S)NCCCn1ccnc1	0.0	2	-1	-0.5	13	4	-4	-6	9
Cc1ccccc1NC(=S)NCCSc1ccc(Cl)cc1	-0.1	-1	1	2.2	-3	0	0	-11	0
CCCS(=O)(=O)c1c(S(=O)(=O)CCC)c2cc(CC)ccn2c1C(=O)OC	-0.2	2	3	1.1	1	0	1	10	-30
O=C(CSc1nnc(CNc2ccc(F)cc2)n1-c1ccccc1)N1CCOCC1	-0.2	0	-5	1.8	3	-3	0	1	-11
Cc1ccc(SCC(=O)OCC(=O)N(CC(C)C)c2c(N)n(Cc3ccccc3)c(=O)[nH]c2=O)c(C)c1	-0.2	3	6	0.2	2	-2	-12	1	i
CN(CC(=O)N1CCCC1)S(=O)(=O)c1cccc(Cl)c1	0.0	-5	1	1.2	7	-1	-3	2	-10
OC(COC1CCCCC1)CN1CCCCC1 (configuration not stated)	-0.1	1	-5	0.1	3	-4	2	-10	3
Nc1nc(CSCCO)nc(Nc2ccccc2)n1	-0.1	-7	1	0.1	-3	-3	8	7	-15
O=S(=O)(Nc1ccon1)c1cc(Cl)ccc1Cl	-0.1	-1	4	-1.5	-3	-3	-1	-6	-2
CC(NC(=O)CSc1nc2ccc(N)cc2s1)c1ccccc1 (configuration not stated)	0.0	1	1	0.7	-5	-1	0	5	-10
COc1ccc(CN2CCn3ncc(C(=O)Nc4ccccc4)c3C2=O)cc1	0.0	5	3	-0.5	6	0	3	-2	6
CC(C)C(NS(=O)(=O)c1ccc2c3c(cccc13)C(=O)N2)C(=O)O (configuration not stated)	0.0	0	-4	2.7	2	0	1	0	-1
CC(Sc1c[nH]c2ccccc12)C(=O)O (configuration not stated)	0.0	-4	0	-1.2	-3	-4	0	5	0
CCn1c(SCC(=O)Nc2ccccc2N2CCCCC2)nc2c1c(=O)n(C)c(=O)n2C	0.0	-7	-6	2.8	0	0	8	-3	-13
COc1ccc(CC(=O)OCC(=O)Nc2ccc(Cl)c(S(=O)(=O)N(C)C)c2)cc1	0.0	-1	0	0.8	-2	0	-9	11	5
COc1ccc(C(Nc2cc(C)ccn2)c2ccc3ccc(C)nc3c2O)cc1 (configuration not stated)	0.0	13	2	0.4	2	2	-4	-4	-48
CCOC(=O)N1CCC(NC(=O)C2CCCN(Cc3nc(-c4cccc(C)c4)oc3C)C2)CC1 (configuration not stated)	0.1	1	10	2.9	-5	1	-4	2	0
CCOC(=O)CN1C(=O)Nc2ccc(Br)cc2C1c1ccccc1 (configuration not stated)	0.0	2	3	2.3	7	-3	1	5	-37
Cc1c(/C=C(\CC(=O)O)c2nc3ccccc3s2)cc(C#N)n1C	0.1	-4	11	2.7	-5	-1	-5	3	6
NC(N)=NS(=O)(=O)c1ccc(N/C=C/C(=O)c2ccc(Cl)c(Cl)c2)cc1	0.0	12	6	2.4	-2	0	-3	-6	2
Cc1cc(C)n(-c2nc(SCCN(C)C)c3c4c(sc3n2)COC(C)(C)C4)n1	-0.1	-3	-1	1.6	10	-2	0	-2	34
O=Cc1cc([N+](=O)[O-])ccc1N1CCN(Cc2ccc3c(c2)OCO3)CC1	0.1	2	6	0.8	-2	-1	1	1	3
COc1ccc(NC(=O)CCC2COc3ccccc3O2)c(OC)c1 (configuration not stated)	0.0	-1	-1	0.2	0	-8	0	-1	2
O=C(c1ccccc1)N(Cc1ccc(F)cc1)Cc1nc2ccccc2c(=O)[nH]1	-0.1	-1	-5	0.3	-4	-1	0	3	1
CCOC(=O)N/N=C(/C)c1ccc([N+](=O)[O-])o1	0.0	-2	-1	0.5	2	-1	2	-4	7
N#CCCCSc1nnc(CSc2nc3ccccc3s2)n1-c1ccccc1	0.0	1	0	-0.9	6	-2	-1	6	0
CN(C(=O)c1ccccc1C(=O)OCC(=O)c1ccccc1)c1ccccc1	0.0	0	nt	0.9	9	nt	nt	3	nt
NC(=O)C1CCCN(C(=O)CCCNC(=O)c2ccc(Cl)cc2)C1 (configuration not stated)	0.1	-5	-1	0.1	1	-1	2	-1	-1
Cc1cccc2c(=O)c(Br)c(C)n(Cc3ccccc3)c12	0.1	-2	0	-2.0	5	12	-1	8	5
CCCc1cc(=O)n2[nH]c(NCc3ccc(OC)c(OC)c3)nc2n1	0.0	-1	-2	0.4	0	-4	-3	4	-16
NC(=O)[C@@H]1CCCNc2c(I)cc([N+](=O)[O-])cc2C(=O)N[C@@H](CCCN=C(N)N)C(=O)N[C@@H](CCCN=C(N)N)C(=O)N1	-0.1	6	-9	0.2	-37	-4	0	-18	-5
COc1ccc2c(c1)[nH]c1c(=O)n(Cc3ccco3)cnc12	0.1	-6	-7	3.6	-4	4	2	-3	-6
OCc1cn(-c2ccccc2)nc1-c1ccc(Br)cc1	-0.1	1	5	3.6	-2	-4	-4	15	2
Cc1c(Cl)cccc1NC(=O)CCN1CCN(C)CC1	0.0	-5	5	1.2	6	0	1	2	-13
Cc1cccc(C)c1N(CC(=O)N/N=C/c1cc(Br)c(C)o1)S(C)(=O)=O	-0.3	3	-6	2.7	10	-3	2	5	-3
COC(=O)c1cc(NC(=O)c2ccoc2C)cc(C(=O)OC)c1	0.0	-3	1	2.9	5	2	2	6	1
COc1ccc(C(=O)Nc2ccc(-c3cn4ccsc4n3)cc2)cc1S(=O)(=O)N1CCOCC1	0.0	-4	1	0.0	1	-2	-1	3	8&4
CN(C)CCn1c2c(c(SCC(=O)Nc3ccccc3C(F)(F)F)nc1=O)CCCC2	0.1	-2	-2	-0.5	13	-3	-3	-2	-16

# Reprinted from the part before: 2 compounds, then new ones.
SMILES	Efflux pump mplx	PP1 inh	HCV core dimer	PP5 primary	procasp7 counter	TPT1 inhibitor	CTSL1 counter	proCasp3 act	JMJD2C inh
COc1ccc(C(=O)Nc2ccc(-c3cn4ccsc4n3)cc2)cc1S(=O)(=O)N1CCOCC1	0.0	-4	1	0.0	1	-2	-1	3	8&4
CN(C)CCn1c2c(c(SCC(=O)Nc3ccccc3C(F)(F)F)nc1=O)CCCC2	0.1	-2	-2	-0.5	13	-3	-3	-2	-16
O=C(Cc1ccc(Br)cc1)NNC(=O)c1cccs1	0.1	nt	nt	nt	9	nt	nt	-3	-3
CN1CCSc2ccc(C(=O)NCc3ccccc3)cc21	-0.1	1	-14	1.1	-5	-3	5	0	-28
COc1cc(CCC(=O)N2CC(C)OC(C)C2)cc(OC)c1OC (configuration not stated)	-0.7	-1	1	1.1	13	0	0	-4	-11
CN1CCN(S(=O)(=O)c2ccc3ccccc3c2)CC1	-0.3	-2	-3	-0.6	10	-6	3	-6	1
C=CCn1c(C(C)NC(=O)c2cccc(C)c2)n[nH]c1=S (configuration not stated)	0.0	-4	-7	2.5	0	3	0	2	12
CN(C)S(=O)(=O)c1cccc(NC(=S)NC2CCCCC2)c1	-0.1	0	0	0.1	3	0	0	4	13
O=C(Nc1ccc(S(=O)(=O)N2CCCC2)cc1)c1cnccn1	-0.1	-2	5	1.5	7	0	-3	-2	2
COc1ccc(C(C)(C)C)cc1NC(=O)COC(=O)CN1C(=O)NC2(CCCCC2C)C1=O (configuration not stated)	0.0	nt	nt	nt	1	nt	nt	-3	0
Cc1cc(C(C2C(=O)CC(C)(C)CC2=O)C2C(=O)CC(C)(C)CC2=O)cc(C)c1OC(F)F	-0.2	0	2	0.3	-12	-3	-1	-12	10
COc1ccc(S(=O)(=O)NC2CCSc3ccccc32)cc1OC (configuration not stated)	-0.1	-2	-10	3.7	2	2	2	8	9
COc1ccc(C(CNC(=O)c2ccc(Br)o2)N2CCN(C)CC2)cc1 (configuration not stated)	0.0	-2	-3	-1.2	-4	-5	1	-4	9
Cc1c(O)c(CN2CCCCC2)cc2c3c(c(=O)oc12)CCC3	0.1	-1	-3	2.6	7	1	4	9	7
Cc1ccc(COc2ccc(C(=O)NN)cc2)cc1	0.0	-2	4	0.4	-3	-2	3	0	2
CC(=O)Nc1ccc(S(=O)(=O)NCc2ccc(C(=O)NCc3ccc4c(c3)OCO4)cc2)cc1	-0.3	-3	-1	1.2	3	-6	-1	8	1
COc1ccc(/C(C)=N/NC(=O)C2CC2)cc1	-0.1	-4	-9	0.8	10	1	0	6	-2
